WRN inhibitor = blocks human WRN helicase. 360,000 compounds, 0.46% hits. AID 651768. Potency, µM (titrated, usually from 114 µM), for the others: at the top dose activity change, negative = inhibition, usual class: inhibitors. WRN helicase unwinding, fluorescent forked duplex, kinetic; further: potency means the concentration at half of the fitted maximal effect; on the % scale 0 is the no-effect control and ±100 the full control effect; nearly all actives have a fitted effect of over 55% in size
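Primary qHTS, 1536-well format. 20 nM WRN + compound, 15 min RT; start with 100 nM forked fluorophore/quencher duplex, 2 mM ATP (final); kinetic read ex 525/em 598 nm.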
EPAC1 antagonist = blocks human EPAC1 exchange factor | O95398 | EPAC1 GEF assay, Rap1b-BODIPY-GDP exchange fluorescence | Potency, µM (titrated, usually from 115 µM), inactives show at the top dose activity change, negative = inhibition, usual class: inhibitors | 360,000 compounds, 0.14% hits | AID 720709;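 further: potency means the concentration at half of the fitted maximal effect; plate controls were vehicle for no effect and positive control for full effect; nearly all actives have a fitted effect of over 50% in size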
PLK1 PBD inh = inhibitors of human PLK1 polo-box domain binding | Potency, µM, inactives show max response, negative = inhibition, most hits filed as inhibitors | P53350 | 360,000 compounds, 2.8% hits | Plk1 PBD binding of FITC phosphopeptide, fluorescence polarization; further: potency means the concentration at half of the fitted maximal effect; series mostly up to about 57 µM; on the % scale 0 is the no-effect control and ±100 the full control effect; nearly all actives have a fitted effect of over 65% in size
Target sequence (P53350 whole entry, looked up, the tested form may be a part): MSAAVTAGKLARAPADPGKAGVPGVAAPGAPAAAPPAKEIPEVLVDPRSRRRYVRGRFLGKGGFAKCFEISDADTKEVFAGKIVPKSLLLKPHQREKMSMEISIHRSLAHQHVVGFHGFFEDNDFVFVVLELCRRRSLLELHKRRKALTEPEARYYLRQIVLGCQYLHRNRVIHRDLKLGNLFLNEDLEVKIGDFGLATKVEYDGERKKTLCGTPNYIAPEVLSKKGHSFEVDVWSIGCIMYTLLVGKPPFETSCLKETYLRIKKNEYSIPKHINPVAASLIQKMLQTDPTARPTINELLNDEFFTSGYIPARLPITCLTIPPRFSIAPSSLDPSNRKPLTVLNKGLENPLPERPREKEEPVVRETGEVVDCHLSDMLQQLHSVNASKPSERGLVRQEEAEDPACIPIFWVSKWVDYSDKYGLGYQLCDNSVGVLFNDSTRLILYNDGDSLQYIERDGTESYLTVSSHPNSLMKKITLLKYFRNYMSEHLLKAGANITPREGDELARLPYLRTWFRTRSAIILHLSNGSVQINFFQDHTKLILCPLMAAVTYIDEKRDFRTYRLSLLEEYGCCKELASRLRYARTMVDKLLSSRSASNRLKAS
IL2 activator = activators of IL-2 | IL-2 activation reporter assay, cell-based qHTS; stimulated with anti-CD3/CD4/CD28 beads; in transgenic mouse T cells | activation, % (series mostly up to about 46 µM) | 360,000 compounds, 0.065% hits; in the data active means activation above about 50%; inconclusive means mostly about 30% to 49%; further: 0% is about no effect
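Unstimulated transgenic mouse T cells, 750 per well, received compound and, after 60 minutes, anti-CD3/anti-CD4 bead plus anti-CD28 stimulation. EGFP and DsRed were quantified after 18 hours.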
PI5P4K alpha inh = blocks human PI5P4K alpha kinase activity. AID 652105. max response, %. PI5P4Kalpha enzyme, ADP-Glo luminescence, 60 min; active compounds read low. P48426. 330,000 compounds, 1.2% hits; active means max response of -50% or lower; inconclusive means between -30% and -50%; inactive means -30% or higher; further: value at the top dose of about 77 µM; on the % scale 0 is the no-effect control and ±100 the full control effect
Target sequence (P48426 whole entry, looked up): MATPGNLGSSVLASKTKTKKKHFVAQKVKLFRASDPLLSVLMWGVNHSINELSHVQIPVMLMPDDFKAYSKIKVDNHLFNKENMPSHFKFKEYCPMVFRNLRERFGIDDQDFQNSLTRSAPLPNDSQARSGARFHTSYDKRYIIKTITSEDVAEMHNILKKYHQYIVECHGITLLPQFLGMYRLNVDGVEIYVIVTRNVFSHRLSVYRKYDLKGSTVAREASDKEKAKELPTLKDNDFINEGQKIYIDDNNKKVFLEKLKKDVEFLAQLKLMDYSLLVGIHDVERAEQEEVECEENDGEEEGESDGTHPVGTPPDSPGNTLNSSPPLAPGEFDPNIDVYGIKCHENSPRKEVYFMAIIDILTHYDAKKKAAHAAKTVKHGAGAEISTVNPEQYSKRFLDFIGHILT
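Reactions run in 0.038 M HEPES pH 7.4, 0.28 mM EGTA, 0.1% CHAPS and 5% DMSO, with PI5P4Kalpha, substrate, compound and 5 microM ATP final, one hour at room temperature. Readout is ADP-Glo luminescence.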
aSyn yeast inh = inhibitors of alpha-synuclein toxicity in yeast | Yeast expressing alpha-synuclein, growth rescue, BacTiter-Glo, 24 h | 370,000 compounds, 0.14% hits | Potency, µM (highest dose often 46.1 µM), without a hit: at the top dose growth rescue (activation), usual class: activators; further: potency means the concentration at half of the fitted maximal effect; % of control where 0% means no effect; nearly all actives have a fitted effect of over 65% in size
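Rescue of yeast growth: cells expressing toxic alpha-synuclein, induced in galactose at OD600 0.02, incubated with compound 24 h at 30 C. ATP luminescence quantified growth; inhibitors of toxicity appear as activators.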
FUS yeast rescue = FUS proteinopathy suppression in yeast | 390,000 compounds, 0.24% hits | AID 1347120 | S. cerevisiae FUS-expressing, growth rescue, OD600, 24 h | Potency, µM (doses to about 76.6 µM), for inactives: at the top dose growth rescue (activation), most hits filed as activators;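 further: potency means the concentration at half of the fitted maximal effect; plate controls were DMSO vehicle for no effect and reference control for full effect; nearly all actives have a fitted effect of over 55% in size; some results filed as inactive show a strong effect at the top dose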
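Galactose (2%) drives FUS expression in yeast precultured in raffinose; seeding density OD 0.005. Test compounds incubated 24hr at 30C and 99% humidity before absorbance at 600 nm was measured.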
Abeta yeast res = compounds reversing amyloid beta toxicity in yeast | 410,000 compounds, 0.063% hits | yeast expressing A-beta42, growth rescue, OD600, 48 h; response scale: 0% DMSO, 100% iron-clioquinol control | Potency, µM (highest dose often 46.1 µM), for inactives: at the top dose growth rescue, usual class: activators; further: potency means the concentration at half of the fitted maximal effect; nearly all actives have a fitted effect of over 55% in size
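Growth rescue measured by 600 nm absorbance after 48 h yeast culture at 30 C with compound. Values normalized between DMSO and an equimolar ferric chloride plus clioquinol control.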
EPAC1 agonist = agonists of human EPAC1 | EPAC1 agonist qHTS, biochemical assay; response scale: 100% = response to 6.5 mM cAMP | Potency, µM (titrated, usually from 154 µM), for inactives: at the highest dose activation, hits mostly activators | 360,000 compounds, 0.073% hits; further: potency means the concentration at half of the fitted maximal effect; nearly all actives have a fitted effect of over 60% in size
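Multi-concentration qHTS readout: loss of Rap1B-bound BODIPY-GDP fluorescence driven by 100 nM EPAC1 with excess GDP (50 uM), monitored kinetically at room temperature; agonist response expressed relative to 6.5 mM cAMP.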
Starred values were filed as active, the others as inactive; ? = inconclusive; . = no result given; & = joins results of further samples; [ ] = another dose, or the depositor's remark. Unless noted, the call rests on the fitted dose curve; in most records, active means well fitted curve in the direction sought with a large enough effect; inconclusive means small, poorly fitted or top-dose-only effect, or another doubt; inactive means no such curve, though single readings can be large; an effect the other way counts as inactive or inconclusive.

(1) C[C@@H](C(=O)Nc1ccc2ccccc2c1)[C@@H]1C[C@@]1(C)[C@@H](NC(=O)c1cnccn1)c1ccccc1
(2) CC(=O)CCC(=O)c1ccc2ccccc2c1
(3) Cc1ccccc1C(=O)N1CCC[C@@H]1C(=O)N1CCC[C@H]1C(=O)NCc1ccncc1
(4) Cc1ccc(C)c(S(=O)(=O)N2CCCC2CNC(=O)C(=O)NCc2cccs2)c1 (stereo not drawn)
(5) COc1cc2c(cc1OC)CN(CC(=O)Nc1ccc(C)c(C)c1)CC2
(6) COc1cc(C=C2NC(=O)NC2=O)ccc1O
(7) O=C(OCc1ccc(Br)cc1F)c1cc2ccccc2oc1=O
(8) COc1ccc(CCNC(C(=O)Nc2cc(C)cc(C)c2)c2ccccc2)cc1 (stereo not drawn)
compound no.	1	2	3	4	5	6	7	8
WRN inhibitor	-8%	-2%	2%	-10%	-2%	-1%	-3%	-8%
EPAC1 antagonist	-4%	6%	3%	-15%	8%	6%	-7%	-5%
PLK1 PBD inh	?	-5%	-12%	4%	-3%	-9%	-7%	7%
IL2 activator	-2.1	-0.9	-1.0	1.2	-2.3	-2.4	0.1	-0.9
PI5P4K alpha inh	-7	-4	-1	2	-11	?	5	4
aSyn yeast inh	2%	10%	-2%	-3%	-3%	-10%	4%	0%
FUS yeast rescue	?	.	-14%	10%	-6%	7%	6%	23%
Abeta yeast res	-14%	3%	-10%	-3%	-5%	0%	-5%	12%
EPAC1 agonist	-17%	4%	1%	2%	-1%	9%	4%	-2%

(9) CC(C)NC(=O)c1ccc(COCC(F)(F)C(F)F)cc1
(10) CCOc1ccc(N2C(=O)CC(SCCN)C2=O)cc1 (stereo not drawn)
(11) Cc1ccc(N=C(c2cccs2)N2CCOCC2)cc1
(12) COc1ccc(C(c2nnnn2C(C)C)N2CCN(C(=O)c3ccco3)CC2)cc1 (stereo not drawn)
(13) CCOC(=O)c1ccc(N(CC(=O)NC2CCCCC2)C(=O)CNC(=O)c2ccco2)cc1
(14) CC1CCN(C(=O)Cn2c(=O)oc3ccccc32)CC1
(15) Cc1nc2cc3ccccc3cc2c(=O)[nH]1
(16) CC1(C(=O)NCc2cccc3ccccc23)CCN1Cc1ccc(-c2ccccc2)o1 (stereo not drawn)
compound no.	9	10	11	12	13	14	15	16
WRN inhibitor	-3%	8%	-2%	3%	2%	-22%	-2%	-5%
EPAC1 antagonist	0%	6%	2%	12%	0%	-11%	3%	5%
PLK1 PBD inh	-13%	-7%	-3%	-3%	-8%	-6%	-16%	-9%
IL2 activator	-3.2	-2.5	-2.0	-3.2	-2.1	0.3	-0.9	-0.5
PI5P4K alpha inh	.	-4	0	4	-2	2	.	26
aSyn yeast inh	0%	2%	-8%	2%	-1%	-1%	-13%	16%
FUS yeast rescue	9%	14%	25%	20%	-2%	-12%	47%	35%
Abeta yeast res	-3%	3%	-5%	5%	3%	-4%	2%	-44%[inhibitor]
EPAC1 agonist	6%	6%	2%	4%	-2%	1%	0%	1%

(17) COCCn1c(SCC(=O)NCc2ccccc2)nnc1-c1ccco1
(18) CC(C)NC(=O)c1cccc(C(F)(F)F)c1
(19) O=c1[nH]c2ccsc2c(=O)n1-c1ccc(F)c(Cl)c1
(20) O=C(CCNC(=O)c1ccccc1Cl)Nc1ccc2c(c1)OCCO2
(21) Cc1ccc(NCN2C(=O)C3C4C=CC(C4)C3C2=O)cc1 (stereo not drawn)
(22) O=C(COc1ccc(Br)cc1Br)NNC(=O)c1cccs1
(23) CC(C)(C)c1[nH]nc2c1C(c1ccccc1OC(=O)N1CCOCC1)C(C#N)=C(N)O2 (stereo not drawn)
(24) O=C(CCC1CCCN(C(=O)Cc2cccc(F)c2)C1)N1CCN(c2ccccn2)CC1 (stereo not drawn)
compound no.	17	18	19	20	21	22	23	24
WRN inhibitor	-4%	7%	8%	14%	1%	-11%	-1%	3%
EPAC1 antagonist	18%	9%	-1%	-1%	9%	4%	4%	-9%
PLK1 PBD inh	-5%	-3%	-2%	-2%	3.4µM*	-4%	-6%	-15%
IL2 activator	-2.4	-2.8	0.3	-1.4	0.7	-0.8	-3.6	-0.4
PI5P4K alpha inh	1	.	.	-12	?	-7	.	-1
aSyn yeast inh	-5%	-2%	1%	-2%	6%	1%	7%	0%
FUS yeast rescue	11%	-7%	20%	-24%	-25%	4%	-5%	0%
Abeta yeast res	4%	-8%	20%	-2%	12%	-18%	6%	-5%
EPAC1 agonist	1%	4%	-8%	-4%	3%	3%	-3%	-8%

3 of the compounds above, field by field:
#20 O=C(CCNC(=O)c1ccccc1Cl)Nc1ccc2c(c1)OCCO2
  WRN inhibitor: 14% | EPAC1 antagonist: -1% | PLK1 PBD inh: -2% | IL2 activator: -1.4 | PI5P4K alpha inh: -12 | aSyn yeast inh: -2% | FUS yeast rescue: -24% | Abeta yeast res: -2% | EPAC1 agonist: -4%

#21 Cc1ccc(NCN2C(=O)C3C4C=CC(C4)C3C2=O)cc1 (stereo not drawn)
  WRN inhibitor: 1% | EPAC1 antagonist: 9% | PLK1 PBD inh: 3.4µM* | IL2 activator: 0.7 | PI5P4K alpha inh: ? | aSyn yeast inh: 6% | FUS yeast rescue: -25% | Abeta yeast res: 12% | EPAC1 agonist: 3%

#22 O=C(COc1ccc(Br)cc1Br)NNC(=O)c1cccs1
  WRN inhibitor: -11% | EPAC1 antagonist: 4% | PLK1 PBD inh: -4% | IL2 activator: -0.8 | PI5P4K alpha inh: -7 | aSyn yeast inh: 1% | FUS yeast rescue: 4% | Abeta yeast res: -18% | EPAC1 agonist: 3%

Other records follow.
(25) CNc1nc(Nc2ccc([N+](=O)[O-])cc2)nc(OCC(F)(F)F)n1
(26) Cc1cc(C)nc(N2CCCC(C(=O)NCC(c3ccccc3)c3ccccc3)C2)n1 (stereo not drawn)
(27) CN=c1scc(-c2cccs2)n1/N=C/c1ccccc1O
(28) COc1ccccc1/C=C/C(=O)c1ccccc1
(29) Cc1cc(C)c(S(=O)(=O)c2ccccc2)c(Cl)n1
(30) COc1ccc2nc(SCc3cnc(C)nc3N)[nH]c2c1
(31) Cn1c(-c2ccc3c(c2)OCO3)cnc1NCc1cccc(Cl)c1
(32) COc1ccccc1NC(=O)c1cc2c(CO)cnc(C)c2oc1=Nc1ccccc1
compound no.	25	26	27	28	29	30	31	32
WRN inhibitor	5%	9%	-25%	-6%	-15%	-6%	3%	4%
EPAC1 antagonist	-5%	1%	2%	-12%	-13%	?	4%	2%
PLK1 PBD inh	1%	-5%	-6%	-12%	-7%	-8%	-2%	3%
IL2 activator	0.6	-2.0	-0.7	-0.3	-4.7	-0.7	-1.3	-4.5
PI5P4K alpha inh	-3	-2	10	2	-2	.	.	-7
aSyn yeast inh	10%	2%	-15%	-4%	0%	0%	-1%	-5%
FUS yeast rescue	-29%	11%	.	-24%	-54%	-17%	14%	4%
Abeta yeast res	13%	15%	-39%[inhibitor]	-1%	-4%[9.22 µM]	11%	10%	-10%
EPAC1 agonist	-5%	4%	15%	16%	-1%	5%	1%	5%

(33) CCCC(=O)Nc1nc2n(n1)C(c1ccccc1)CC(=O)N2 (stereo not drawn)
(34) C/C(=N\NC(=O)c1nn(C)cc1Br)c1cccc(NC(=O)C(C)(C)C)c1
(35) CCOC(=O)c1c(NC(=O)CN2CCCCC2)sc(CN(C)C)c1-c1ccccc1
(36) Oc1ccc(CN2CCC(Cc3ccccc3)CC2)c2cccnc12
(37) COC(=O)c1cccc(Cn2c(Cl)c(/C=N/NC(=O)c3ccco3)sc2=O)c1
(38) O=c1c(O)c(-c2ccc(O)cc2)oc2cc(O)cc(O)c12
(39) N=C1C(c2nc3ccccc3s2)=C(O)CN1C1CCCCC1
(40) Cc1ccc2nc(SCC(=O)Nc3cccc(S(N)(=O)=O)c3)[nH]c2c1
compound no.	33	34	35	36	37	38	39	40
WRN inhibitor	6%	-4%	5%	3%	-13%	-16%	-9%	-11%
EPAC1 antagonist	-4%	3%	-14%	-7%	-23%	-12%	-24%	4%
PLK1 PBD inh	-2%	-3%	-13%	0%	-28%	-9%	-4%	-3%
IL2 activator	0.9	-1.3	-0.1	-0.9	-0.1	-0.2	-3.5	0.0
PI5P4K alpha inh	0	-1	4	-1	-9	-73*	-1	6
aSyn yeast inh	1%	4%	3%	-2%	-7%	8%	-11%	-2%
FUS yeast rescue	0%	16%	7%	40%	20%	15%	-24%	-3%
Abeta yeast res	-9%	13%	0%	-48%[inhibitor]	2%	0%	-2%	-11%
EPAC1 agonist	8%	1%	2%	-17%	-8%	-4%	9%	13%

Shown as a hit in PLK1 PBD inh (from the list above):
item | molecule | WRN inhibitor | EPAC1 antagonist | PLK1 PBD inh | IL2 activator | PI5P4K alpha inh | EPAC1 agonist
21 | Cc1ccc(NCN2C(=O)C3C4C=CC(C4)C3C2=O)cc1 (stereo not drawn) | 1% | 9% | 3.4µM* | 0.7 | ? | 3%

The list continues:
(41) CCCc1nc2ccccc2c(C(=O)OCC(=O)Nc2c(C)n(C)n(-c3ccccc3)c2=O)c1CC
(42) CCOc1ccc(CCNc2nc3ccccc3n3c(C)nnc23)cc1OCC
(43) COc1ccccc1-c1nc(N)n[nH]1
(44) Cc1ccc2cccc(OCC(=O)Nc3cccc(S(=O)(=O)N4CCCC4)c3)c2n1
compound no.	41	42	43	44
WRN inhibitor	1%	-10%	5%	-35%
EPAC1 antagonist	-6%	0%	0%	-8%
PLK1 PBD inh	-1%	0%	1%	-15%
IL2 activator	0.9	0.1	-0.2	-6.6
PI5P4K alpha inh	-5	6	5	-3
aSyn yeast inh	3%	-7%	-8%	-9%
FUS yeast rescue	1%	-23%&2%	-25%	.
Abeta yeast res	0%	-7%&-4%	6%	-9%
EPAC1 agonist	-11%	5%	0%	8%
